pPAFAH inh: pPAFAH enzyme inhibitors, primary screen, biochemical, fluorescence polarization, human. AID 463082, 2010. recombinant pPAFAH, FP-rhodamine probe fluorescence polarization. hit rate 1.5% among 330,000. Platelet-activating factor acetylhydrolase (Homo sapiens), Q13093. inhibition, % at 3.39 µM;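 active = inhibition above the mean inhibition across the screen plus 3 SD, cut at about 25% in these data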;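 note: inhibitors block binding of the rhodamine activity-based probe so polarization drops; 0% = enzyme with DMSO and 100% = wells lacking pPAFAH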
PAFAH1B3 FP inh: PAFAH1B3 enzyme inhibitors, primary screen, biochemical, fluorescence polarization, human; recombinant PAFAH1B3, FP-rhodamine probe; inhibition, % at 3.39 µM; hit rate 0.28% among 340,000;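 active = inhibition above the screen-wide average of all tested compounds plus 3 SD, cut at about 25% in these data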;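 note: 0% = enzyme with DMSO only and 100% = wells lacking PAFAH1B3 protein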
Target sequence (Q15102 whole entry, looked up): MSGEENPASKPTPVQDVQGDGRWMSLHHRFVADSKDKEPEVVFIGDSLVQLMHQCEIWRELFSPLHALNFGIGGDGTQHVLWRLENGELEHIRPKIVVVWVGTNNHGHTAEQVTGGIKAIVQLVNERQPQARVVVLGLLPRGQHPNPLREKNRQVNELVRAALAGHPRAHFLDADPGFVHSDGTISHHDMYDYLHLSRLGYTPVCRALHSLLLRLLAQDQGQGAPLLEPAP
LYPLA1 inh: LYPLA1 inhibitors, primary screen, counter-screen for PME1 inhibitor project, biochemical, fluorescence polarization, FP-Rh probe ABPP. Acyl-protein thioesterase 1 (Homo sapiens), O75608. recombinant LYPLA1. inhibition, % at 5.9 µM. hit rate 0.16% among 320,000;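 active = inhibition above the mean of all tested compounds plus 3 SD, set per campaign, cut at about 14% in these data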;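 note: inhibitors block serine hydrolase probe labeling of LYPLA1 so polarization falls; 0% = enzyme with DMSO and 100% = wells lacking LYPLA1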
GSTO1 counter: inhibitors of recombinant GSTO1, primary screen, counter-screen for RBBP9 inhibitor project, biochemical, fluorescence polarization. Glutathione S-transferase omega-1 (Homo sapiens), P78417. inhibition, % at 5.96 µM. activity-based probe fluorescence polarization. hit rate 1.1% among 300,000;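 active = inhibition above the campaign mean inhibition plus 3 SD, cut at about 35% in these data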;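 note: 0% = GSTO1-1 with DMSO and 100% = wells lacking GSTO1-1 enzyme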
Target sequence (P78417 whole entry, looked up): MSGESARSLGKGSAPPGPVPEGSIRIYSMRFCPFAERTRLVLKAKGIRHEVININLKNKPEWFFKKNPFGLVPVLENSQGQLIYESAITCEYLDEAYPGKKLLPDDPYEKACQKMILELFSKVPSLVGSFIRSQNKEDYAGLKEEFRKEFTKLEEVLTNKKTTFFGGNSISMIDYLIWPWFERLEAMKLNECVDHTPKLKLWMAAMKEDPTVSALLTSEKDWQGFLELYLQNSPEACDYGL
LYPLA2 counter: LYPLA2 inhibitors, primary screen, counter-screen for PME1 inhibitor project, biochemical, fluorescence polarization, FP-Rh probe ABPP. recombinant LYPLA2. inhibition, % at 5.9 µM. hit rate 0.38% among 320,000. AID 2177, 2009;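 active = inhibition above the screen-wide mean plus 3 SD, limit set per campaign, cut at about 26% in these data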;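 note: 0% = LYPLA2 with DMSO and 100% = wells lacking LYPLA2 enzyme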
Target sequence (O95372 whole entry, looked up): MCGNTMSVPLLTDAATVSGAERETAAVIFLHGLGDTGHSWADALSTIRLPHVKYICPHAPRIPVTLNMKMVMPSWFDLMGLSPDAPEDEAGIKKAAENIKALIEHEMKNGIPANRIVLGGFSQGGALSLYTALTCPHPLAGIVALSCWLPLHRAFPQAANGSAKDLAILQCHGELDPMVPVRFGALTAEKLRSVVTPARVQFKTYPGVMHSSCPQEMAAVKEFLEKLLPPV
PREPL inh: PREPL enzyme inhibitors, primary screen, biochemical, fluorescence polarization; Prolyl endopeptidase-like (Homo sapiens), Q4J6C6; recombinant PREPL, fluorescence polarization activity-based probe; inhibition, % at 5.96 µM; hit rate 0.68% among 320,000; AID 2751, 2010; in the data active = inhibition above about 43%;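 note: 0% = enzyme with DMSO and 100% = wells lacking enzyme; many of its hits are not listed in these tables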
PAFAH2 FP inh: PAFAH2 enzyme inhibitors, primary screen, biochemical, fluorescence polarization, human; recombinant PAFAH2, FP-rhodamine activity probe; inhibition, % at 3.39 µM; AID 492956, 2010; Platelet-activating factor acetylhydrolase 2, cytoplasmic (Homo sapiens), Q99487; hit rate 0.99% among 340,000;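 active = inhibition above the mean over all tested compounds plus 3 SD, cut at about 30% in these data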;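 note: inhibitors block probe labeling of enzyme so polarization drops; 0% = enzyme with DMSO and 100% = wells lacking PAFAH2 protein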
PAD4 FP inh: human PAD4 inhibitors, primary screen, biochemical, fluorescence polarization, 1536-well format | Protein-arginine deiminase type-4 (Homo sapiens), Q9UM07 | recombinant PAD4, RCA probe fluorescence polarization | inhibition, % at 6.36 µM | hit rate 0.41% among 330,000 | AID 485272, 2010;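 active = percent inhibition above a cutoff equal to the mean of all tested compounds plus 3 SD, cut at about 15% in these data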;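 note: 0% = PAD4 with RCA probe and DMSO and 100% = probe without PAD4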
PAFAH1B2 FP inh: PAFAH1B2 enzyme inhibitors, primary screen, biochemical, fluorescence polarization, human; inhibition, % at 3.39 µM; hit rate 1.2% among 340,000; Platelet-activating factor acetylhydrolase IB subunit alpha2 (Homo sapiens), P68402; recombinant PAFAH1B2, FP-rhodamine activity probe;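 active = inhibition above the mean of all tested compounds plus 3 SD, cut at about 24% in these data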;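 note: 0% = enzyme with DMSO and 100% = wells lacking PAFAH1B2; many of its hits are not listed in these tables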
Target sequence (P68402 whole entry, looked up): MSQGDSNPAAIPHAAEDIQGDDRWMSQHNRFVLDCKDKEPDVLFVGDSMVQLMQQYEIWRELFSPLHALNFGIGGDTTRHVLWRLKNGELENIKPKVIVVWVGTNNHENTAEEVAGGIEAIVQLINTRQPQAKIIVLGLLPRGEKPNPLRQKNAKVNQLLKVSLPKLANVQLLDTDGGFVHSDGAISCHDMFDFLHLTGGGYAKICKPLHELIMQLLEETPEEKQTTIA
* hit, by the source's call. A portion of the library; the hit share may differ from the screen's.

`CN(C)S(=O)(=O)c1ccc(N/C=C(\[N+](=O)[O-])S(=O)(=O)c2ccccc2)cc1` gave pPAFAH inh 1, PAFAH1B3 FP inh 8, LYPLA1 inh 5, GSTO1 counter -6, LYPLA2 counter 2, PREPL inh 11, PAFAH2 FP inh -3, PAD4 FP inh -2 and PAFAH1B2 FP inh 5.
For Cc1ccc(C)c(NC(=O)C2C3CCCC2C3c2ccccc2)c1 (centres undefined) the results were pPAFAH inh 2, PAFAH1B3 FP inh 3, LYPLA1 inh -1, GSTO1 counter 0, LYPLA2 counter -6, PREPL inh -12, PAFAH2 FP inh 1, PAD4 FP inh -2 and PAFAH1B2 FP inh 9.
`CCn1c(C)cc2c(c1=O)C(c1ccncc1)C(C#N)=C(N)O2` (centres undefined) gave pPAFAH inh 5, PAFAH1B3 FP inh 8, LYPLA1 inh 3, GSTO1 counter 6, LYPLA2 counter 9, PREPL inh 7, PAFAH2 FP inh 3, PAD4 FP inh 2 and PAFAH1B2 FP inh 3.
Screening O=C(NCCN1CCN(C(=O)c2c(F)cccc2F)CC1)C(=O)Nc1ccc(Cl)cc1 returned pPAFAH inh 3, PAFAH1B3 FP inh 0, LYPLA1 inh -3, GSTO1 counter -2, LYPLA2 counter 0, PREPL inh 16, PAFAH2 FP inh 5, PAD4 FP inh -1 and PAFAH1B2 FP inh 6.
Screening CCOC(=O)c1ccsc1NC(=O)CCS(=O)(=O)c1ccccc1 returned pPAFAH inh -2, PAFAH1B3 FP inh 7, LYPLA1 inh -3, GSTO1 counter 17, LYPLA2 counter -2, PREPL inh 1, PAFAH2 FP inh 4, PAD4 FP inh 2 and PAFAH1B2 FP inh 4.
`CC(=O)c1ccc(OCCCN2CCCCC2)cc1` gave pPAFAH inh 1, PAFAH1B3 FP inh 3, LYPLA1 inh -2, GSTO1 counter -2, LYPLA2 counter 0, PREPL inh 3, PAFAH2 FP inh -1, PAD4 FP inh -1 and PAFAH1B2 FP inh 5.
`CC12CC3(C)CC(C)(C1)CC(C(=O)NC1=NCCS1)(C2)C3` gave pPAFAH inh -2, PAFAH1B3 FP inh 1, LYPLA1 inh -1, GSTO1 counter -17, LYPLA2 counter -5, PREPL inh -21, PAFAH2 FP inh -10, PAD4 FP inh 3 and PAFAH1B2 FP inh 2.
Screening N#Cc1ccccc1NC(=O)COC(=O)CCc1ccc(S(=O)(=O)N2CCCCC2)cc1 returned pPAFAH inh 17, PAFAH1B3 FP inh -1, LYPLA1 inh 0, GSTO1 counter 1, LYPLA2 counter 2, PREPL inh 8, PAFAH2 FP inh 19, PAD4 FP inh 3 and PAFAH1B2 FP inh -4.
`Cc1cccc(NC(=O)Cn2nnc3sc4c(c3c2=O)CC(C)(C)OC4)c1` gave pPAFAH inh 10, LYPLA1 inh -1, GSTO1 counter 0, LYPLA2 counter 39*, PREPL inh 4 and PAD4 FP inh -4.
`Cc1ccc(C(=O)N/N=C\c2ccc(Br)o2)o1` gave pPAFAH inh -4, PAFAH1B3 FP inh 4, LYPLA1 inh 0, GSTO1 counter -2, LYPLA2 counter 0, PREPL inh 2, PAFAH2 FP inh 3, PAD4 FP inh -2 and PAFAH1B2 FP inh 4.
For O=C(NCCCCc1ccccc1)c1ccccc1F the results were pPAFAH inh 0, PAFAH1B3 FP inh 0, LYPLA1 inh -3, GSTO1 counter 3, LYPLA2 counter 6, PREPL inh -10, PAFAH2 FP inh 3, PAD4 FP inh 1 and PAFAH1B2 FP inh 6.
For CCCCC(=O)Nc1c(-c2ccc(OC)c(OC)c2)c(=O)c2ccccc2n1C the results were pPAFAH inh 1, PAFAH1B3 FP inh 11, LYPLA1 inh -1, GSTO1 counter -4, LYPLA2 counter 2, PREPL inh 2, PAFAH2 FP inh 1, PAD4 FP inh 2 and PAFAH1B2 FP inh -4.
On1ccccc1=S was read as pPAFAH inh 2, PAFAH1B3 FP inh 2, LYPLA1 inh 2, GSTO1 counter 27, LYPLA2 counter 1, PREPL inh 3, PAFAH2 FP inh -2, PAD4 FP inh 3 and PAFAH1B2 FP inh 3.
`CCOC(=O)N1CCN(c2c(NCCCN(CC)Cc3ccccc3)c(=O)c2=O)CC1` gave pPAFAH inh -3, PAFAH1B3 FP inh 2, LYPLA1 inh 1, GSTO1 counter 3, LYPLA2 counter -7, PREPL inh 4, PAFAH2 FP inh -8, PAD4 FP inh -8 and PAFAH1B2 FP inh 0.
NC(=O)c1c(NC(=O)c2ccc(F)cc2Cl)sc2c1CCC2 was read as pPAFAH inh 4, PAFAH1B3 FP inh 6, LYPLA1 inh 0, GSTO1 counter 2, LYPLA2 counter 8, PREPL inh 3, PAFAH2 FP inh 0, PAD4 FP inh -2 and PAFAH1B2 FP inh 2.
`Cc1cc(C)cc(NC(=O)Nc2ccccc2N2CCCCC2)c1` gave pPAFAH inh 10, PAFAH1B3 FP inh 9, LYPLA1 inh 0, GSTO1 counter -2, LYPLA2 counter 9, PREPL inh 3, PAFAH2 FP inh 3, PAD4 FP inh 6 and PAFAH1B2 FP inh -3.
Screening CCOC(=O)C1CCN(C(=O)COC(=O)c2oc3ccc(OC)cc3c2C)CC1 returned pPAFAH inh -5, PAFAH1B3 FP inh 0, LYPLA1 inh 3, LYPLA2 counter 7, PREPL inh 6, PAFAH2 FP inh 2, PAD4 FP inh 1 and PAFAH1B2 FP inh 7.
For Cc1nn2c(COc3ccc(NC(=O)c4ccccc4Cl)cc3)nnc2c2ccccc12 the results were pPAFAH inh 6, PAFAH1B3 FP inh 3, LYPLA1 inh 0, GSTO1 counter -13, LYPLA2 counter 20, PREPL inh 3, PAFAH2 FP inh 12, PAD4 FP inh -2 and PAFAH1B2 FP inh 3.
COc1ccc(NC(=O)c2c(C)noc2C(C)C)cc1S(=O)(=O)N1CCCCC1 was read as pPAFAH inh -7, PAFAH1B3 FP inh 9, LYPLA1 inh 0, LYPLA2 counter -4, PREPL inh 5, PAFAH2 FP inh 0, PAD4 FP inh -7 and PAFAH1B2 FP inh -1.
For C=CCNc1oc(Cc2cccc3ccccc23)nc1C#N the results were pPAFAH inh 6, PAFAH1B3 FP inh 0, LYPLA1 inh 0, GSTO1 counter 20, LYPLA2 counter -1, PREPL inh 16, PAFAH2 FP inh 1, PAD4 FP inh -5 and PAFAH1B2 FP inh 4.
For CCc1ccc(/C=C2/SC(=S)N(CC(=O)Nc3nc4ccccc4s3)C2=O)cc1 the results were pPAFAH inh 3, PAFAH1B3 FP inh -4, LYPLA1 inh -12, GSTO1 counter 12, LYPLA2 counter -17, PREPL inh 6, PAFAH2 FP inh -46, PAD4 FP inh -9 and PAFAH1B2 FP inh -5.
`O=C(NCCCc1ccccc1)c1cccs1` gave pPAFAH inh 0, PAFAH1B3 FP inh 8, LYPLA1 inh 0, GSTO1 counter 9, LYPLA2 counter -1, PREPL inh 3, PAFAH2 FP inh 5, PAD4 FP inh 2 and PAFAH1B2 FP inh 3.
`Cc1c(Cl)cccc1NC(=S)N(Cc1cccs1)C1CCCC1` gave pPAFAH inh 6, PAFAH1B3 FP inh 0, LYPLA1 inh 0, GSTO1 counter 6, LYPLA2 counter 7, PREPL inh -5, PAFAH2 FP inh 5, PAD4 FP inh -3 and PAFAH1B2 FP inh 2.
O=c1c2ccccc2ncn1-c1ccccc1F was read as pPAFAH inh 3, PAFAH1B3 FP inh 4, LYPLA1 inh -1, GSTO1 counter -4, LYPLA2 counter 4, PREPL inh 0, PAFAH2 FP inh 5, PAD4 FP inh 0 and PAFAH1B2 FP inh 4.
Screening Cc1ccc2c(c1)C(=O)OC1(O)C3C4C=CC(C4)C3C(=O)N21 (centres undefined) returned pPAFAH inh 4, PAFAH1B3 FP inh 6, LYPLA1 inh 2, GSTO1 counter 3, LYPLA2 counter 8, PREPL inh 14, PAFAH2 FP inh 2, PAD4 FP inh -1 and PAFAH1B2 FP inh 0.
Screening COc1ccccc1OC(C)C(=O)NNC(=S)NC1CCCC1 (centres undefined) returned pPAFAH inh 6, PAFAH1B3 FP inh 11, LYPLA1 inh 1, GSTO1 counter -4, LYPLA2 counter 0, PREPL inh 0, PAFAH2 FP inh 11, PAD4 FP inh -7 and PAFAH1B2 FP inh 3.
For Cc1ccc(OCC(=O)N/N=C/c2cn(C)c3ccccc23)cc1 the results were pPAFAH inh 2, PAFAH1B3 FP inh -4, LYPLA1 inh 2, GSTO1 counter 9, LYPLA2 counter -2, PREPL inh 10, PAFAH2 FP inh 1, PAD4 FP inh 4 and PAFAH1B2 FP inh 6.
`O=C(N/N=C/c1ccco1)C(O)c1ccccc1` (centres undefined) gave pPAFAH inh 2, PAFAH1B3 FP inh 5, LYPLA1 inh 1, GSTO1 counter 7, LYPLA2 counter 2, PREPL inh 7, PAFAH2 FP inh -6, PAD4 FP inh 2 and PAFAH1B2 FP inh 7.
For COc1cc(NC(=O)COC(=O)CCc2nc3ccccc3c(=O)[nH]2)cc(OC)c1 the results were pPAFAH inh -4, PAFAH1B3 FP inh 6, PREPL inh -7, PAFAH2 FP inh 3, PAD4 FP inh 0 and PAFAH1B2 FP inh 8.
`O=C(COc1ccc(Cl)cc1)NCCSCc1ccccc1Cl` gave pPAFAH inh 5, PAFAH1B3 FP inh 12, LYPLA1 inh -5, GSTO1 counter 4, LYPLA2 counter -3, PREPL inh -30, PAFAH2 FP inh 1, PAD4 FP inh 0 and PAFAH1B2 FP inh 13.
Cc1cc(CC(C)C)n(-c2nc3ccccc3c(=O)n2OCC(N)=O)n1 was read as pPAFAH inh 3, PAFAH1B3 FP inh 8, LYPLA1 inh 1, GSTO1 counter -3, LYPLA2 counter 0, PREPL inh 5, PAFAH2 FP inh -1, PAD4 FP inh 0 and PAFAH1B2 FP inh 1.
Screening Cn1c(=O)c2c(nc(N/N=C3\CCCc4ccccc43)n2Cc2ccc(F)cc2)n(C)c1=O returned pPAFAH inh -2, PAFAH1B3 FP inh 5, LYPLA1 inh 1, GSTO1 counter 8, LYPLA2 counter 13, PREPL inh -6, PAFAH2 FP inh -7, PAD4 FP inh 2 and PAFAH1B2 FP inh 1.
For CC(=O)c1cccc(NC(=O)/C(=C/c2ccco2)NC(=O)c2ccco2)c1 the results were pPAFAH inh 4, PAFAH1B3 FP inh 2, LYPLA1 inh -4, GSTO1 counter -1, LYPLA2 counter 0, PREPL inh 3, PAFAH2 FP inh -2, PAD4 FP inh -1 and PAFAH1B2 FP inh 6.
For CC(C)N1CCC(n2nccc2NC(=O)c2ccc3c(c2)OCO3)CC1 the results were pPAFAH inh 4, PAFAH1B3 FP inh 8, LYPLA1 inh 1, GSTO1 counter -4, LYPLA2 counter 4, PREPL inh 6, PAFAH2 FP inh -8, PAD4 FP inh -5 and PAFAH1B2 FP inh 2.
`CN(C)c1ccc(P(=O)(COc2ccc([N+](=O)[O-])cc2)c2ccc(N(C)C)cc2)cc1` gave pPAFAH inh 18, LYPLA1 inh 5, GSTO1 counter -4, LYPLA2 counter 8, PREPL inh 37 and PAD4 FP inh -1.
